M5 ag = CHRM5 agonism in calcium assay | CHO-K1 hM5 cells, Fluo-8 calcium fluorescence; 0% DMSO wells, 100% maximal acetylcholine response | actives 0.19% (n = 360,000) | P08912 | AID 624037 | activation, % at 3 µM;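 active = activation above the run's mean over test compounds plus 3 SD, cut at about 23% in these data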;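 also: signal is peak over basal fluorescence ratio across the kinetic read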
M4 ag = agonists of human muscarinic M4 receptor (CHRM4). P08173. CHO-K1 hM4/Gqi5, Fluo-8 calcium fluorescence; vehicle 0%, full acetylcholine response 100%. activation, % at 3 µM. actives 0.14% (n = 360,000);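 active = activation above the run mean over all test wells plus 3 SD, cut at about 32% in these data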;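 also: peak over basal fluorescence ratio per well then scaled between controls; 0% = DMSO wells and 100% = acetylcholine at EC100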
Target sequence (P08173 whole entry, looked up): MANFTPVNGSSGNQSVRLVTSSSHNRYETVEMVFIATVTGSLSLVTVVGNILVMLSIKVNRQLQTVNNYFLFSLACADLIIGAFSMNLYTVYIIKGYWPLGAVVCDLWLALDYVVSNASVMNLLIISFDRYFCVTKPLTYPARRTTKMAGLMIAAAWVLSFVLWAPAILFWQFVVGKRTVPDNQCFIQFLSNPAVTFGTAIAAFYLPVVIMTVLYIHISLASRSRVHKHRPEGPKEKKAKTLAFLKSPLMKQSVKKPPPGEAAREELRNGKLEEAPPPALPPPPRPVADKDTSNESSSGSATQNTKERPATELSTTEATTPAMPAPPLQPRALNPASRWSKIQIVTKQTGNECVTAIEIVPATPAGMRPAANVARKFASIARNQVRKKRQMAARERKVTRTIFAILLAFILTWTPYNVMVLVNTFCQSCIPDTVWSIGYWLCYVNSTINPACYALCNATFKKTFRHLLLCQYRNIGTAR
TAAR1 ag = human TAAR1 agonism | AID 624467 | activation, % at 3 µM | actives 0.99% (n = 360,000) | CHO RD-HGA16 TAAR1, Fluo-8 calcium fluorescence; vehicle wells 0%, saturating PEA agonist 100%;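 active = activation above the mean activation of all test compounds in the run plus 3 SD, cut at about 38% in these data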
Target sequence (Q96RJ0 whole entry, looked up): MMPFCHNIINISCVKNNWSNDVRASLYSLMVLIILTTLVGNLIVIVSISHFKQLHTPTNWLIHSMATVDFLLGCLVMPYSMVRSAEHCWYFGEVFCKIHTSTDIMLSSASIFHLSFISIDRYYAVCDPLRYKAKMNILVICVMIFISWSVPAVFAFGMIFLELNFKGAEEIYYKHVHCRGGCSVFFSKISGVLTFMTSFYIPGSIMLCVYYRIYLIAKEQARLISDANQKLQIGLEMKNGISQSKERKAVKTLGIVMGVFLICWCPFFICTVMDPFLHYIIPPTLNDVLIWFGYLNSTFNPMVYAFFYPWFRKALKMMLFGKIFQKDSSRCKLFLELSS
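System: CHO-derived RD-HGA16 cells with stable Gα16 and human TAAR1. Times: 17-24 h plating, Fluo-8 75 min 37 °C, 30 min RT. Measured by: calcium-sensitive Fluo-8 signal, excitation 470-495, emission 515-575 nm. Read-out basis: % activation relative to PEA EC100 response. Control set: DMSO and PEA EC100. Repeats: no replicates (n 1).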
CHRM5 PAM = potentiates acetylcholine response at human M5 receptor; P08912; CHO-K1 hM5, Fluo-8 calcium, ACh EC20 PAM; 0% = ACh EC20, 100% = ACh EC100; activation, % at 3 µM; actives 0.3% (n = 360,000);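 active = activation above the run cutoff, the mean activation of all test compounds plus 3 SD, cut at about 18% in these data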
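System: CHO-K1 cell line with stable human muscarinic M5 receptor expression | Also added: EC20 acetylcholine as agonist stimulus | Compound: One concentration, 3 µM final (nominal) | Timing: Fluo-8 loading 80 min at 37 °C plus 30 min room temperature | Measured by: Fluo-8 calcium dye fluorescence, kinetic read | Read-out basis: % activation, ACh-normalized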
CHRM1 antagonist = human CHRM1 antagonism; P11229; CHO-K1 hM1, Fluo-8 calcium fluorescence, ACh EC80 antagonist; inhibition, % at 3 µM; actives 1.3% (n = 360,000);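 active = percent inhibition above its own plate's cutoff, namely the mean of that plate's compound wells plus 3 SD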;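 also: peak over basal fluorescence ratio during 140 s after agonist addition; 0% = ACh EC80 plus DMSO and 100% = DMSO alone without agonist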
CHRM1 agonist = agonists of human M1 muscarinic receptor. P11229. CHO-K1 hM1, Fluo-8 calcium fluorescence, agonist mode; 0% DMSO, 100% acetylcholine EC100. activation, % at 3 µM. actives 0.33% (n = 360,000). AID 588814;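 active = activation above the run's mean compound activation plus 3 SD, cut at about 16% in these data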;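 also: peak over basal fluorescence ratio within a 140 s kinetic read after compound addition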
M4 antag = blocks acetylcholine activation of human M4 receptor | P08173 | CHO-hM4 cells, ACh EC80, Fluo-8 calcium fluorescence | inhibition, % at 3 µM | actives 0.73% (n = 360,000) | AID 624125;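 active = inhibition above its plate's cutoff, the mean inhibition of sample wells plus 3 SD, cut at about 27% in these data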;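 also: 0% = acetylcholine EC80 with DMSO and 100% = DMSO without agonist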
CHRM5 antagonist = blocks acetylcholine activation of human M5 receptor | inhibition, % at 3 µM | actives 0.59% (n = 360,000) | AID 624040 | CHO-hM5 cells, Fluo-8 calcium fluorescence, ACh EC80 | P08912;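 active = inhibition above a per-plate cutoff, the mean of that plate's test compounds plus 3 SD, cut at about 27% in these data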;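 also: 0% = acetylcholine EC80 with DMSO and 100% = DMSO without agonist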
CHRM1 PAM = positive allosteric modulators of human M1 muscarinic receptor | CHO-K1 hM1, Fluo-8 calcium fluorescence, ACh EC20; 0% = ACh EC20, 100% = maximal ACh | activation, % at 3 µM | actives 0.088% (n = 360,000) | AID 588819; in the data active = activation above about 19%, passing the limit was not always enough
* hit, by the source's call; nt = not tested or not shown; & = joins results of further samples; ! = repeats disagree. This is a subset; count on the stated rates, not on these rows.

Values run as follows: M5 ag	M4 ag	TAAR1 ag	CHRM5 PAM	CHRM1 antagonist	CHRM1 agonist	M4 antag	CHRM5 antagonist	CHRM1 PAM
CC(Sc1nnc(-c2cccs2)n1-c1ccccc1)C(=O)NCc1ccc2c(c1)OCO2 (stereo not drawn)
→ -6	1	2	-5	-1	-2	4	-5	6
NC(=O)c1nsc(C(=O)N(c2cccc(F)c2)C(C(=O)NCC2CCCO2)c2cccs2)c1N (stereo not drawn)
→ 3	3	9	-4	9	-6	2	-5	-7
COc1cccc(NC(=O)c2cnsn2)c1
→ 0	-1	nt	6	0	-4	0	-3	5
COC(=O)CCSc1nccn1Cc1ccccc1
→ -4	1	20	-3	-12	-5	-4	-1	5
CCN(CC)CCNC(=O)C12CC3CC(CC(C3)C1)C2
→ -7	0	6	-4	9	-6	42*	-3	-5
Cc1cccc(C(=O)Nc2nnc(Cc3c[nH]c4ccccc34)s2)c1
→ 3	6	10	2	-16	-1	-13	-1	8
CC(C)Oc1ccc(C2NC(=O)NC2=O)cc1 (stereo not drawn)
→ -5	0	4	-1	6	0	2	-2	1
COc1cccc(-c2c(C(=O)N/N=C/c3ccc(C)s3)nnn2-c2nonc2N)c1
→ 21	9	65*	2	-6	13	-11	-5	1
N#Cc1c(-c2ccc(F)cc2)noc1N
→ -12	2	6	0	-13	-2	-9	-8	6
CC1Cc2ccccc2N1C(=O)NC1CC(=O)N(c2ccc3c(c2)OCCO3)C1 (stereo not drawn)
→ -2	2	1	-2	-8	-2	-4	16	6
CC1CCc2c(C(=O)NCCCN3CCOCC3)csc2C1 (stereo not drawn)
→ 1	2	1	1	-9	-9	1	-2	2
COc1ccc(C(=O)NNC2=C(C(=O)C(F)(F)F)CCC2)cc1
→ 0	0	0	3	-11	-2	-9	-4	5
Cc1cc(Br)ccc1NC(=O)CNC(=O)Cn1ncc(Cl)c(Cl)c1=O
→ -9	-1	11	-9	0	-5	0	11	-3
COc1ccc(N2C(=O)CC(Sc3n[nH]c(-c4ccccc4)n3)C2=O)cc1 (stereo not drawn)
→ 1	19	-1	-18	27	-1	18	21	-8
CCOc1cc(C2NC(=O)NC(C)=C2C(C)=O)cc(Cl)c1OCC(=O)O (stereo not drawn)
→ 0	0	1	-1	-6	-5	7	-2	5
CCCOc1ccc(C(=O)Nc2cccnc2)cc1
→ 0	1	1	-4	-4	-4	7	7	3
Nc1c(Cl)ncnc1N1CCN(c2ncnc(Cl)c2N)CC1
→ 0	3	4	-4	-1	-6	-1	9	6
Cn1c(NC(=O)COc2ccccc2)cc(=O)n(C)c1=O
→ 1	4	5	-8	9	-2	2	-6	-10
NC(=O)C1CC(=O)N(Cc2ccc3c(c2)OCO3)C(=Nc2ccccc2)S1 (stereo not drawn)
→ 1	2	6	-2	-1	-5	8	0	-5
CN(CC1CCOCC1)C(=O)c1ccc2nc(Cc3cccc(Cl)c3)oc2c1
→ -3	2	0	-6	-16	0	-13	14	12

Some of the entries above, set out differently.
canonical_smiles	M5 ag	M4 ag	TAAR1 ag	CHRM5 PAM	CHRM1 antagonist	CHRM1 agonist	M4 antag	CHRM5 antagonist	CHRM1 PAM
COc1cccc(-c2c(C(=O)N/N=C/c3ccc(C)s3)nnn2-c2nonc2N)c1	21	9	65*	2	-6	13	-11	-5	1
N#Cc1c(-c2ccc(F)cc2)noc1N	-12	2	6	0	-13	-2	-9	-8	6
CC1Cc2ccccc2N1C(=O)NC1CC(=O)N(c2ccc3c(c2)OCCO3)C1 (stereo not drawn)	-2	2	1	-2	-8	-2	-4	16	6
CC1CCc2c(C(=O)NCCCN3CCOCC3)csc2C1 (stereo not drawn)	1	2	1	1	-9	-9	1	-2	2
COc1ccc(C(=O)NNC2=C(C(=O)C(F)(F)F)CCC2)cc1	0	0	0	3	-11	-2	-9	-4	5
Cc1cc(Br)ccc1NC(=O)CNC(=O)Cn1ncc(Cl)c(Cl)c1=O	-9	-1	11	-9	0	-5	0	11	-3
COc1ccc(N2C(=O)CC(Sc3n[nH]c(-c4ccccc4)n3)C2=O)cc1 (stereo not drawn)	1	19	-1	-18	27	-1	18	21	-8
CCOc1cc(C2NC(=O)NC(C)=C2C(C)=O)cc(Cl)c1OCC(=O)O (stereo not drawn)	0	0	1	-1	-6	-5	7	-2	5
CCCOc1ccc(C(=O)Nc2cccnc2)cc1	0	1	1	-4	-4	-4	7	7	3
Nc1c(Cl)ncnc1N1CCN(c2ncnc(Cl)c2N)CC1	0	3	4	-4	-1	-6	-1	9	6
Cn1c(NC(=O)COc2ccccc2)cc(=O)n(C)c1=O	1	4	5	-8	9	-2	2	-6	-10
NC(=O)C1CC(=O)N(Cc2ccc3c(c2)OCO3)C(=Nc2ccccc2)S1 (stereo not drawn)	1	2	6	-2	-1	-5	8	0	-5
CN(CC1CCOCC1)C(=O)c1ccc2nc(Cc3cccc(Cl)c3)oc2c1	-3	2	0	-6	-16	0	-13	14	12

(more compounds)
Values run as follows: M5 ag	M4 ag	TAAR1 ag	CHRM5 PAM	CHRM1 antagonist	CHRM1 agonist	M4 antag	CHRM5 antagonist	CHRM1 PAM
Cc1ccc(NC(=S)N2CCN(S(=O)(=O)c3ccccc3)CC2)cc1
→ -5	1	1	1	-5	-2	-1	5	-1
CCOC(=O)c1c(NC(=O)c2nc3n(n2)C(C(F)F)CC(C)N3)sc2c1CCCC2 (stereo not drawn)
→ 2	-1	-2	3	-21	1	5	0	18
O=C(Nc1ccc(-c2cc3ccccc3oc2=O)c(Cl)c1)c1cccnc1
→ 0	1	0	3	1	-4	-4	-9	2
CCSC1=C(C#N)C(c2ccc(F)cc2)CC(=O)N1 (stereo not drawn)
→ 0	0	-1	-1	-6	-4	2	2	6
Cc1cc(CNC[C@H]2O[C@@H](n3ccc(=O)[nH]c3=O)[C@H](O)[C@@H]2O)no1
→ 1	1	0	-6	-11	0	2	8	-10
COc1ccc(-n2ncc(C(C)NS(=O)(=O)c3ccc(C)s3)c2C)cc1 (stereo not drawn)
→ -4	4	0	-5	0	-3	-20	0	-2
COc1cc(-c2noc(CCCC(=O)NCc3ccco3)n2)cc(OC)c1OC
→ 1	2	4	1	-4	-5	-3	11	-2
Cc1cc(C)c2c(=O)cc(C(F)(F)F)oc2n1
→ -1	1	0	-7	-10	1	-6	7	1
CCOc1cc(C(=O)N[C@@H](C)C(=O)N2CCC3(CC2)NCCc2[nH]cnc23)cc(OCC)c1OCC
→ -1	1	1	6	-8	-4	4	-1	4
O=C(NCc1ccc2c(c1)OCO2)Oc1ccccc1
→ 0	0	5	4	-9	-1	-15	0	3
CCN(CC)c1ccc2c(C)c(CN3CCOCC3)c(=O)oc2c1
→ -8	0	nt	-5	6	-4	4	0	-4
NC(=O)C[C@@H]1N[C@]2(C(=O)Nc3ccccc32)[C@@H]2C(=O)N(C3CCCCC3)C(=O)[C@H]12
→ 1	1	15	3	3	-3	9	0	4
CCCCN(C)CCCNC(=O)c1cc(=O)[nH]c2ccc(S(=O)(=O)N3CCCCC3C)cc12 (stereo not drawn)
→ -5	1	11	4	0	-16	0	4	6
Cn1nnnc1Sc1ncnc2scc(-c3ccc(C#N)cc3)c12
→ 0	3	0	2	-11	-4	3	10	9
COc1ccccc1-c1noc(-c2ccccc2C(=O)N2CCOCC2)n1
→ 0	3	2	-3	4	-2	-10	-1	-3
Cc1ccc(S(=O)(=O)NNC(=O)C2COc3ccccc3O2)cc1C (stereo not drawn)
→ 0	1	-1	0	-2	-6	0	4	6
O=C(CCCc1ccccc1)NC12CC3CC(CC(C3)C1)C2
→ 1	-1	0	2	-20	1	-12	8	16
CSc1ccc(/C=C(\C#N)C(=O)NC2CCCCC2C)cc1 (stereo not drawn)
→ 1	2	6	-2	-2	-9	3	4	8
CC(=O)Nc1ccc2c(c1Br)Cc1ccccc1-2
→ 0	6	4	-5	-5	0	2	20	2
O=C(Nc1c(-c2ccccc2)nc2ccccn12)c1ccccc1
→ 2	1	5	-6	-7	-2	8	3	1
COc1ccccc1NC(=O)CSc1nc(O)cc(=O)n1C
→ 1	1	0	-2	-5	-5	-6	2	9
CCOC(=O)C1=C(O)/C(=C\c2sccc2C)N=C1C
→ -2	0	-1	-1	-3	-6	-5	-6	3
CC(C)c1nnc(NC(=O)CCC(=O)NCc2ccc(F)cc2)s1
→ 1	-2	0	9	-6	-2	-8	-8	4
O=C(Nc1cccnc1)NC1CCCCC1
→ -2	0	1	6	-11	-4	-2	11	9
O=C(NCCc1ccccc1)C1CCN(c2nc3ccccc3o2)CC1
→ -1	1	nt	10	-2	-8	0	-7	2
CCCCCCCCN1C(=O)[C@H](CC(=O)N2CCSCC2)C[C@@]2(C(=O)OC)CC(C)(C)CC=C12
→ -4	2	-2	-10	nt	nt	9	6	nt
O=C(NCCc1ccccc1)c1ccc(CS(=O)Cc2cccc(Cl)c2)o1 (stereo not drawn)
→ -6	3	7	-7	-9	-3	-7	17	9
CC(C)CC1Nc2ncnc(N3CCN(c4ccccn4)CC3)c2N(Cc2ccccc2)C1=O (stereo not drawn)
→ -12&-6	1&2	23&8	-30&-17	38*!	-12&-12	6&-12	20&1	-30&-27
CC(C)(CO)CNC(=O)CCc1nnc(CCCc2ccccc2)o1
→ 0	0	5	-4	10	-4	6	4	-6
Cc1cc(C)c(C(N)=O)c(SCC(=O)c2cc(C)c(C)cc2C)n1
→ -4	1	1	-3	-10	-3	14	2	9
CCNc1nc(N)nc(Oc2ccc(OCC)nn2)n1
→ -1	2	3	0	3	-5	17	-1	3
CCn1c(SCC(=O)Nc2cc(C(C)(C)C)nn2-c2ccccc2)nnc1-c1cccs1
→ -7	2	2	-1	-5	-10	-6	9	11
CCCOc1ccc(C(=O)NC(=S)NCc2cccnc2)cc1
→ -3	-1	1	2	-8	-12	5	-1	8
CNC(=O)CSc1nnc(COc2ccc([N+](=O)[O-])cc2)n1C
→ -2	0	9	8	-6	-8	-3	7	8
Cc1ccc(-c2nc(NC(=O)c3nn(C)cc3[N+](=O)[O-])sc2C)cc1C
→ 5	5	8	12	4	-8	-5	-4	0
COc1ccc(F)cc1S(=O)(=O)n1nnc2ccccc21
→ -10	1	-2	16	-4	-6	-18	-1	5

Source: PubChem BioAssay
